dFosB act – activators of mouse delta FosB homodimer; P13346; purified delta FosB, TAMRA-CDK5 oligo fluorescence polarization; percent of positive-control signal above neutral wells; activation, % at 25 µM; hit rate 0.99% among 340,000; AID 493131;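 active means mean activation above about 17%, with every replicate also reaching it, limit read from the data, passing the limit was not always enough; inconclusive means only one of the two conditions met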;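 further: fluorescence polarization rise as delta FosB binds a TAMRA Cdk5 AP-1 oligo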
Target sequence (P13346 whole entry, looked up): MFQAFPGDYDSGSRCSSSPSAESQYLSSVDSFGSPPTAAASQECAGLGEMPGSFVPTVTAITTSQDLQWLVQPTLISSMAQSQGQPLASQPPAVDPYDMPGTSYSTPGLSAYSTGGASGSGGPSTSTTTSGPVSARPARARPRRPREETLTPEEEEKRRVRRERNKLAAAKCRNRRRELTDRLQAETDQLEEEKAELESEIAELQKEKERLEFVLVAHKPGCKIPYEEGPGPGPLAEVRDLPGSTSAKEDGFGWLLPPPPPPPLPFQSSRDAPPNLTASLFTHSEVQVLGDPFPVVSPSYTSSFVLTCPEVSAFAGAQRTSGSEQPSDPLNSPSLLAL
MITF act – increases MITF-driven TRPM1 promoter luciferase signal; SK-MEL-5 TRPM1-promoter luciferase, 24 h; % of positive control, neutral wells = 0; activation, % at 12.5 µM; hit rate 0.75% among 300,000;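 active means mean activation of at least 80% with every replicate also reaching 80%; inconclusive means mean reaches 80% but some replicate falls short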;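 further: 0% = neutral control wells and 100% = parthenolide positive control wells; values of inactives mirror those of a sister screen read the other way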
CDK5 inh – CDK5/p35 (human) kinase inhibition. Recombinant CDK5/p35, ADP-Glo luminescence, 60 min. AID 488839. Q00535+Q15078. hit rate 0.01% among 330,000. inhibition, % at 10 µM;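 active means highest replicate inhibition of at least 50% and at least 75% of replicates reaching 50%; inconclusive means only one of the two criteria met; inactive means both criteria failed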;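 further: plate controls were DMSO neutral control for no effect and GW8510 at 10 µM for full effect; many of its hits are not listed in these tables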
Target sequence (Q00535 whole entry, looked up): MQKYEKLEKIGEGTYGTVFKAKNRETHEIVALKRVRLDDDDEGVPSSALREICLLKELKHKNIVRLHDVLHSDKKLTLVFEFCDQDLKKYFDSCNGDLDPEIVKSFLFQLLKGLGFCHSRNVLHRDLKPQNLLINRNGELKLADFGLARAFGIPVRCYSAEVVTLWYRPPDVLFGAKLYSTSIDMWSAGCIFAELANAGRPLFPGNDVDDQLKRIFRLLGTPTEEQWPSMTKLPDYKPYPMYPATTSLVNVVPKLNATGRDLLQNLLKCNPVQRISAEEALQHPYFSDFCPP
Target sequence (Q15078 whole entry, looked up): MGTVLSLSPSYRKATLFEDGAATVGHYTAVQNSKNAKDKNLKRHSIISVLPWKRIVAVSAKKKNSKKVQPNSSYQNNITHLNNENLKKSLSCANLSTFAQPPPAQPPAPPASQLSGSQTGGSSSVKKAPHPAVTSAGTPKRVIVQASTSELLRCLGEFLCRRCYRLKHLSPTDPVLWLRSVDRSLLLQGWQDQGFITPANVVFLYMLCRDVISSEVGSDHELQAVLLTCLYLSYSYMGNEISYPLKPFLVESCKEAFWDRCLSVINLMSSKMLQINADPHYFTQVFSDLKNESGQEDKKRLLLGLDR
Tat export inh – inhibitors of E. coli Tat protein transport; E. coli MC4100 TorA-mCherry Tat export, fluorescence; hit rate 0.036% among 340,000; inhibition, % at 10 µM;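 active means mean replicate inhibition at least 50% and at least half of replicates individually reaching 50%; inconclusive means only one of the two criteria met; inactive means neither criterion met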;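 further: exported cargo escapes ClpAP degradation while cytoplasmic cargo is degraded and loses fluorescence; 0% = median of neutral control wells and 100% = median of NaSCN control wells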
RTF Ca sens act – cardiac RTF calcium sensitization; IANBD-labeled TnC RTF fluorescence at EC20 calcium; 0% EC20 calcium, 100% full calcium; activation, % at 7.2 µM; hit rate 0.24% among 340,000;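 active means activation above the mean over all tested compounds plus 3 SD, cut at about 30% in these data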;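 further: rise in fluorescence read as greater calcium sensitivity of cardiac thin filaments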
Wnt bcat act – activates Wnt/beta-catenin signaling in a reporter cell assay; hit rate 1.2% among 300,000; activation, % at 9.35 µM; AID 743398; activator, plate reader; in the data active means activation above about 30%, passing the limit was not always enough; inconclusive means no clear call, values can overlap the other calls;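 further: 0% = neutral control wells and 100% = positive control wells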
CAL PDZ FP-1 – blocks peptide binding to human CAL PDZ domain; inhibition, % at 20 µM; hit rate 0.02% among 330,000; purified CAL PDZ, TMR-peptide fluorescence polarization, 1 h; AID 504414; Q9HD26;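 active means highest replicate inhibition of at least 40%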;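 further: plate controls were DMSO neutral control wells for no effect and unlabeled competitor peptide control wells for full effect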
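Test system: tagged CAL PDZ domain / Buffer or medium: sodium phosphate/NaCl buffer pH 7.4 with TCEP, IgG, Thesit / Reagent: TMR-labelled reporter peptide T*-PRC34 bound in PDZ groove / Compound dosing: single point, 20 µM / Schedule: 1 h incubation at room temperature before polarization reading / Technique: fluorescence polarization (mP) / Benchmarks: unlabelled peptide, DMSO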
V-ATPase pHluor – regulators of yeast V-ATPase proton transport | S. cerevisiae, pHLuorin cytosolic pH fluorescence | response, % at 10 µM | hit rate 0.37% among 350,000 | AID 504577; in the data active means response mostly above about 7.3%, no sharp cut-off; inactive means mostly below about 5.4%; further: actives read high; inactives centre near 0; some compounds called inactive have numbers as strong as hits
Rtt109 Vps75 – inhibitors of Candida albicans Rtt109/Vps75 histone acetyltransferase; Q5AAJ8; purified Rtt109/Vps75, ThioGlo CoA-SH fluorescence, 4 h; inhibition, % at 34.9 µM; hit rate 0.16% among 330,000;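 active means inhibition of at least 50% in every replicate; inconclusive means best replicate reaches 50% inhibition but some replicates fall short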
CAL PDZ FP-2 – CAL PDZ (human) peptide binding inhibition. Q9HD26. hit rate 0.92% among 300,000. AID 602252. inhibition, % at 24.9 µM. purified CAL PDZ, TMR-peptide fluorescence polarization, 1 h;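 active means mean inhibition of at least 30% with at least half of replicates also reaching 30%; inconclusive means no clear call, values can overlap the other calls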;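 further: 0% = DMSO neutral control and 100% = excess unlabeled competitor peptide PRC23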
* marks the source's active call; other numbers are inactive results; u = inconclusive; x = not tested or not shown.

Every second line gives: dFosB act	MITF act	CDK5 inh	Tat export inh	RTF Ca sens act	Wnt bcat act	CAL PDZ FP-1	V-ATPase pHluor	Rtt109 Vps75	CAL PDZ FP-2
> Cc1cc(N/C=C/C(=O)c2ccccc2)ccc1Br
 : 0	22	0.6	3	0	23	0.7	4	-11	x
> CCOc1ccccc1NC(=O)C1CCCN(S(=O)(=O)c2c(C)[nH]c(=O)[nH]c2=O)C1 (stereo unspecified)
 : -4	-1	0.6	5	2	x	0.8	0	2	1
> Cc1cccc(CN2CCNC2=O)c1
 : -4	-3	-0.3	4	0	x	-0.1	-1	1	x
> O=C1c2ccccc2C(=O)N1CCC#Cc1ccc2cc(C3(O)CCCCC3)oc(=O)c2c1
 : -6	1	0.8	-6	1	-5	0.7	3	-5	0
> O=C(O)C1CC(=O)N(c2ccc(OCc3ccccc3)cc2)C1 (stereo unspecified)
 : -5	-5	-0.4	-3	-3	-5	0.0	2	5	-4
> COc1cc(OC)c(N2CC(C(=O)Nc3cc(Cl)ccc3N3CCOCC3)CC2=O)cc1Cl (stereo unspecified)
 : -5	-20	-5.3	-2	0	2	-2.3	1	-1	-4
> CCOC(=O)C(=O)c1csc(NC(=O)CCSc2ccc(C)cc2)n1
 : 3	2	0.9	3	3	0	-2.1	-2	-1	x
> NC(=O)NC(=O)COC(=O)CCCc1c[nH]c2ccccc12
 : -3	0	-0.4	3	-4	x	-1.3	1	7	7
> Cc1ccccc1NS(=O)(=O)c1ccc(N2CCCC2=O)cc1
 : -1	x	0.8	-2	0	-23	-1.4	-1	-3	-2
> Cc1csc(NC(=O)C(C)Oc2ccc(Br)cc2)n1 (stereo unspecified)
 : -6	6	0.2	0	-7	2	-2.9	0	-4	-2
> NNC(=O)c1ccc(COc2cccc3cccnc23)cc1
 : -4	-2	-4.0	31	1	-2	-1.5	2	x	-3
> Cc1ccc(C(=O)NNC(=O)Cn2ccc(C(F)(F)F)n2)o1
 : -2	7	2.6	10	0	0	-2.6	-5	26	-6
> C=CCn1c(-c2ccccc2)nc2nc3ccccc3nc21
 : -2	0	-0.1	-10	3	x	-1.3	-2	-3	-2
> COc1ccccc1CNC(=O)CCS(=O)(=O)c1ccc2c(c1)CCN2C(C)=O
 : 3	-2	2.3	-3	-3	-1	-1.4	-3	-1	2
> O=C(CSc1nnc2scc(-c3ccccc3)n12)N1CCCc2ccccc21
 : -3	-15	-1.0	-1	-2	-5	-0.9	5	14	0
> O=C(NNS(=O)(=O)c1ccc(F)cc1)c1ccccc1
 : -5	x	1.5	6	-2	0	-0.4	5	-11	2
> C=CCOC(=O)C1=C(C)NC(=O)NC1c1ccc(O)cc1 (stereo unspecified)
 : 6	-8	0.0	4	0	-1	2.0	-1	-5	-3
> COc1ccc(Nc2ncnc3ccc([N+](=O)[O-])cc23)c(OC)c1
 : 8	8	-0.2	2	-1	-2	-0.2	-2	5	-1
> O=C(Cc1ccccc1)Nc1ccc2oc(-c3ccncc3)nc2c1
 : 4	x	0.2	9	0	0	-1.3	-1	-3	x
> Cc1ccc(C#N)c(SCCN2CCCCC2)n1
 : 7	-1	0.3	-1	-2	-2	-0.2	0	-2	-1
> COC(C/C=C\C(=O)[C@H](C)OCc1ccccc1)OC
 : -2	4	0.0	-2	4	1	-0.9	-1	5	0
> COc1cc(NS(C)(=O)=O)ccc1Nc1c2ccccc2nc2ccccc12
 : 10	-77	1.9	-9	-5	4	1.1	-38	3	1
> CCCn1c(SCC(=O)Nc2cccc(Cl)c2Cl)n[nH]c1=O
 : -2	-7	0.8	8	-3	-3	-1.4	5	-5	13
> CC(=O)N1CCC2(CC1)C(C#N)=C(N)Oc1n[nH]c(C(F)(F)F)c12
 : 0	-12	-5.2	16	9	x	1.2	-2	3	-2
> O=C(Nc1cccc(F)c1)/C(=C/c1ccco1)NC(=O)c1ccco1
 : -6	-10	-1.6	-5	0	3	-1.0	-1	6	-1
> CCC(C)C1NC(=S)N(Cc2ccccc2)C1=O (stereo unspecified)
 : -2	-2	1.4	-5	-5	x	0.5	2	-7	x
> COc1ccccc1NC(=O)C1=C(C)NC(=O)NC1c1ccccc1F (stereo unspecified)
 : -5	x	1.0	5	-3	-2	-1.6	-8	-1	-10
> CCCCC#Cc1ccc(C(=O)NNC(=O)Nc2cc(Cl)cc(Cl)c2)o1
 : 4	-2	0.8	-2	-1	-1	0.0	-1	-4	30*
> CN(C)CCCN(C(=O)c1ccc(S(=O)(=O)N(C)C2CCCCC2)cc1)c1nc2ccc(F)cc2s1
 : 3	-30	-0.2	13	0	1	-0.8	-2	u	-18
> CCOC(=O)c1ccc(NC(=O)Cn2cnc3cc(C)c(C)cc32)cc1
 : 7	-35	0.5	-9	-5	-2	-3.5	3	-1	0
> C=CCNC(=O)Cn1nc(-c2ccccc2)ccc1=O
 : 0	8	-14	10	9	1	0.3	-4	3	2
> CN(C)S(=O)(=O)N(CC(=O)Nc1ccccc1F)c1ccccc1
 : -4	-2	0.2	13	-9	-1	0.1	-8	0	-5
> CCOC(=O)N1CCC(N(CCN(C)C)C(=S)Nc2ccccc2C)CC1
 : -3	-8	-0.5	28	-1	-2	0.8	1	9	11
> CSc1cccc(NC(=S)N2CCC(N(C)C3CCCCCC3)CC2)c1
 : -2	7	-0.2	-10	-3	1	-1.7	-5	10	-1
> O=C(N/N=C/C(Cl)=C/c1ccccc1)c1ccccc1F
 : -17	67	-1.3	3	-6	25	-4.6	-1	0	-4
> Cc1onc(-c2ccccc2)c1C(=O)NC(=S)Nc1sc2c(c1C#N)CCC(C)C2 (stereo unspecified)
 : -10	12	-9.1	15	7	x	-0.3	0	-5	-6
> CCN1CCN(CCCNC(=O)c2csc3c2CCCCC3)CC1
 : 0	4	-0.8	-7	-3	x	-0.2	3	7	-3
> O=C(CN1C(=O)NC2(CCCc3ccccc32)C1=O)N1CCN(C(=O)c2ccco2)CC1 (stereo unspecified)
 : 5	5	1.3	-5	-1	x	-1.0	-1	2	-2
> O=C(c1ccccc1)c1ccc2nc(N3CCCCC3)c3nncn3c2c1
 : -22	5	1.1	0	2	-6	-2.8	2	1	x
> Cc1ccc(NC(=O)c2cc(N3CCOCC3)nc3ccccc23)cc1
 : -1	-14	0.0	-10	0	x	-0.4	1	-8	1
> Fc1cc(F)c2nc(Nc3nc4c(F)cccc4s3)sc2c1
 : 3	3	-1.0	-1	6	x	-0.4	-3	-3	7
> COc1cc2cc(C(=O)N3CCOCC3)cc(-c3ccc(C)cc3)c2cc1OC
 : -9	-1	1.2	10	-5	-2	x	3	1	-3
> CCOC(=O)CSc1nc2ccc(N)cc2s1
 : 1	0	-1.0	-5	-4	x	-0.5	-4	5	6
> C/C(=N\NC(=O)CC1N=C(Cc2ccccc2)NNC1=O)c1ccccc1 (stereo unspecified)
 : -3	-2	-2.1	6	5	4	-0.5	-3	-5	0
> COc1ncnc2c1oc1nc(CC(C)C)c3c(c12)CC(C)(C)OC3
 : -5	7	0.8	-2	-1	x	-3.1	3	-5	-6
> CCN1CCN(c2oc(COc3ccc(-c4ccccc4)cc3)nc2C#N)CC1
 : -4	17	0.8	15	6	-4	-0.9	-2	6	-4
> COc1ccc(CN2CCN(c3ncnc4scc(-c5ccc(F)cc5)c34)CC2)cc1
 : -7	6	1.8	14	4	0	-0.6	6	9	-9
> O=S(=O)(c1ccccc1)c1nc(-c2ccccc2)oc1N1CCCCC1
 : 4	4	0.7	-1	3	x	x	2	10	-2
> O=C(CSc1nncn1-c1ccccc1)Nc1ccc(N2CCOCC2)cc1
 : -8	-5	-1.4	2	-4	x	0.2	8	-1	x
> CCCc1cc(=O)n2nc(N3CCC(C(=O)NCc4ccc(C)o4)CC3)sc2n1
 : -14	14	1.5	-1	-1	1	0.1	1	0	-2
> Cc1ccc(N=Nc2c(C)[nH]n(C(N)=S)c2=O)cc1
 : 3	46	-1.5	1	1	19	-1.7	3	-2	2
> OCC[C@@H]1C[C@@H](O)[C@H](O)[C@]2(OCc3ccccc32)O1
 : -3	-1	-0.2	0	0	-1	0.0	0	-9	-2
> CCOc1ccccc1CNC(=O)CCCc1cn(C)c2ccccc12
 : -5	x	-0.2	-5	4	-2	-1.1	3	-7	x
> c1ccc2c(c1)CCc1c(-c3ccncc3)n[nH]c1-2
 : -24	-14	17	-9	1	44*	-3.1	-2	5	-7
> c1ccc(-c2nc(-c3ccncc3)no2)cc1
 : -9	75	-0.5	0	-4	x	x	0	-12	-5
> O=C(OCC(=O)c1ccc[nH]1)c1ccccc1
 : 1	64	-2.9	-4	5	-1	-1.8	-1	-1	-5
> COc1ccc(CCN2CC(C(=O)OCC(=O)NC(Cc3ccccc3)C(C)=O)CC2=O)cc1OC (stereo unspecified)
 : -2	-5	0.4	-3	-11	-3	-1.5	-2	8	x
> CC1Sc2ccc(C(=O)NCc3ccccn3)cc2NC1=O (stereo unspecified)
 : 1	-8	0.7	7	-1	10	-1.7	-1	6	-1
> COC(=O)C1=C(C)N(C)C(=S)N(C)C1c1ccc(OC)cc1 (stereo unspecified)
 : -7	7	2.5	9	3	-7	x	2	6	-5
> CC1(C)CC(NC2C3CC4CC(C3)CC2C4)CC(C)(C)N1 (stereo unspecified)
 : -1	14	0.3	8	5	-1	-0.1	2	-5	-1
> CCN(Cc1ccccc1)c1ccccc1
 : -3	3	-0.2	0	-4	-1	1.6	3	-2	-18
> O=C(Nc1ccccc1)C1CC2CCCC(C1)C2=O (stereo unspecified)
 : 7	0	0.2	-2	20	-1	-2.7	1	x	-5

Screening data: PubChem, several laboratories
